PV pol inh: inhibitors of poliovirus RNA polymerase binding and polymerization. P03300. poliovirus polymerase elongation, fluorescence polarization; hits give low values. % elongation, % (compound at 16.7 µg/mL). hit rate 0.66% among 150,000; in the data active means % elongation below about 90%; further: some results filed as inactive read as strong as hits
Target sequence (P03300 1749-2209 limits assumed): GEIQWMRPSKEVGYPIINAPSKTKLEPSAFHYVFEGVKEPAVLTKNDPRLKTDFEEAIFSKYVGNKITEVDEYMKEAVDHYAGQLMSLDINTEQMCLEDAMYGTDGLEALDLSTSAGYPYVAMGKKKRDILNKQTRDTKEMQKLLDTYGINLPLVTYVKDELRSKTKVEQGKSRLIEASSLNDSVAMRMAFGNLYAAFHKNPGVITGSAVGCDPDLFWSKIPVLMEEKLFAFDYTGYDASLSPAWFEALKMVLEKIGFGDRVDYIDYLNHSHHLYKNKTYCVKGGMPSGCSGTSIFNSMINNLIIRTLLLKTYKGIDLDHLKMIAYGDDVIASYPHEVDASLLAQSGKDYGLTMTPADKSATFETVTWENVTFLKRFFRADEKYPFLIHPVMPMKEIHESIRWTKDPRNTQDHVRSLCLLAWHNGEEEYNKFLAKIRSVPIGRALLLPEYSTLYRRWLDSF
PV pol inh FP z-score: further read-out of PV pol inh, marked with its call; z-score; measured here: FP z-score; hits read low
Starred values were filed as active, the others as inactive. An excerpt; rates above refer to the full screens.

compound	PV pol inh	PV pol inh FP z-score
COC(=O)c1cc2sc(C)cc2n1Cc1nc(-c2cccc(Br)c2)oc1C	111	0.2
CCNc1nc(NCc2ccc(F)cc2)c2cnn(C)c2n1	103	-0.4
Cc1nn(-c2ccccc2)c2c1N(CC(=O)NCc1ccc(N(C)C)cc1)C(=O)CS2	103	-0.7
CCOc1ccc(CNC(=O)c2cc(-c3ccc(Cl)s3)nc3ccccc23)cc1	108	0.5
S=c1nc(-c2cccs2)[nH]c2ccccc12	106	0.5
COc1ccc(C2=C(N3CCN(c4cc(C)ccc4C)CC3)c3ccccc3C2=O)cc1	109	1.1
CC(C)N1C(=O)CNC1=S	100	0
O=C(Sc1ccc(C(F)(F)F)cn1)/C(=C\c1cccs1)c1ccsc1	104	0.2
Cc1cccc(OCC(=O)Nc2ccccc2OCc2cc(=O)n3ccccc3n2)c1	113	1.6
CCOC(=O)N1CCC(NC(=O)CN(C)S(=O)(=O)c2ccc3nc(C)sc3c2)CC1	103	0.6
N#Cc1ccccc1Cn1c(=O)n(CCCC(=O)NCc2ccccc2Cl)c(=O)c2ccccc21	104	-1.2
O=C(Nc1ccc(C(F)(F)F)cc1)c1cnc2ccccc2n1	100	-0.7
N#CCC(=O)Nc1ccc(C(=O)Nc2cccc(Cl)c2)cc1	103	0.1
CCOC(=O)N1CCC(NC(=O)CCC(=O)N2CC(C)Oc3ccc(Cl)cc32)CC1 (configuration not stated)	103	0.9
CCC(C)C(=O)N1CCN(c2cccc(Cl)c2)CC1 (configuration not stated)	103	-0.3
CCc1ccccc1NC(=O)N1CCN(c2cc(-c3noc(C)n3)ccc2C)CC1	110	0.5

In the list so far, 5 contain a Cl atom:
compound	PV pol inh	PV pol inh FP z-score
CCOc1ccc(CNC(=O)c2cc(-c3ccc(Cl)s3)nc3ccccc23)cc1	108	0.5
N#Cc1ccccc1Cn1c(=O)n(CCCC(=O)NCc2ccccc2Cl)c(=O)c2ccccc21	104	-1.2
N#CCC(=O)Nc1ccc(C(=O)Nc2cccc(Cl)c2)cc1	103	0.1
CCOC(=O)N1CCC(NC(=O)CCC(=O)N2CC(C)Oc3ccc(Cl)cc32)CC1 (configuration not stated)	103	0.9
CCC(C)C(=O)N1CCN(c2cccc(Cl)c2)CC1 (configuration not stated)	103	-0.3

Next part.
compound	PV pol inh	PV pol inh FP z-score
COc1ccc(NC(=O)CCCc2nc(-c3ccco3)no2)c(OC)c1	109	0.6
Clc1ccc(OCCN2CCCC2)c2ccccc12	103	0.9
Cc1cccc(-n2c(=O)c3c4c(sc3n3cnnc23)CCCC4)c1	103	-0.4
Cn1ccsc1=NC(=O)/C=C/c1ccc2c(c1)OCO2	92	-0.9
Cc1cc2ccccc2n1CCNC(=O)c1ccccc1F	102	-0.9
COC(=O)c1ccc(Cn2c(SCc3ccc(F)cc3)nc3ccncc32)cc1	107	-0.8
O=C(OCCN1C(=O)c2ccccc2C1=O)c1ccccc1O	111	0.6
CC(C)CNc1oc(-c2ccccc2)nc1C#N	100	-0.8

Next section; the last two above are carried over.
compound	PV pol inh	PV pol inh FP z-score
O=C(OCCN1C(=O)c2ccccc2C1=O)c1ccccc1O	111	0.6
CC(C)CNc1oc(-c2ccccc2)nc1C#N	100	-0.8
CC(C)CCNC(=O)c1ccc2c(c1)N(Cc1ccccc1F)C(=O)c1ccccc1S2(=O)=O	107	0.2
Cc1ccc(CS(=O)(=O)Cc2ccc(C(=O)N3CCc4ccccc4C3)o2)cc1	103	0.7
CC(C#N)(NC(=O)CN1CCN(C/C=C/c2ccccc2)CC1)C1CC1 (configuration not stated)	102	0
CC1=NN(C)c2nc3c(c(=O)n(C)c(=O)n3C)n2C1	101	-0.5
CC(C)c1ccc(-c2nn(-c3ccccc3)cc2C(=O)Oc2ccc(-c3nnco3)cc2)cc1	102	0.3
COc1ccccc1NC(=O)Cn1c(=O)n(-c2ccc(C)cc2)c(=O)c2c1cnn2C	105	-0.1
COC(=O)C1=C(C)C(c2cccc(Oc3ccccc3)c2)NC(=O)N1 (configuration not stated)	105	1
CCCCN(CC)C(=O)c1nn(-c2ccc(OC)cc2)c(=O)c2ccccc12	105	1.4
Cc1cccc(Cn2cccc2CNS(=O)(=O)c2ccc(C)c(C)c2)c1	110	0.7
CCN(CC)c1ccc(C(=O)OCC(=O)N2C(C)CCCC2C)cc1 (configuration not stated)	102	-0.1
COc1cccc(-c2nc(CS(=O)(=O)CC(=O)Nc3c(C)cc(C)cc3C)c(C)o2)c1	100	-0.7
CC1(C)CC(=O)OC1(C)C	100	0
Cc1ccc(CCC(N)=O)o1	100	0.2
O=C(Nc1ccccc1)C1CCN(c2ncnc3c2nc2n3CCCCC2)CC1	102	-0.1
COc1ccc(CCNC(=O)c2cc(=O)c3cc(C)cc(C)c3o2)cc1OC	108	0.1
Cc1nn(CC(C)C)c(C)c1CC(=O)O	101	0
COc1ccccc1CCNC(=O)c1cnn2c(C(F)F)cc(C)nc12	99	-0.6
Cc1nc(=O)c(-c2ccccc2)c(C)n1-c1ccc(C(=O)O)cc1	100	-0.3
COC(=O)C(C)n1cnc2c(cnn2-c2ccc(F)cc2)c1=O (configuration not stated)	102	-0.1
CC1CCN(S(=O)(=O)c2ccc3c(c2)N(CC(=O)NC(C)(C)C)C(=O)CS3)CC1	105	0
CCOC(=O)CSc1nc2nccnc2c(=O)n1CCc1ccccc1	102	-1
CCNC(=S)Nc1c(C)cccc1C	105	0.2
O=C(NC1CCCCC1)C(c1ccco1)N(C(=O)C1COc2ccccc2O1)c1cccc(F)c1 (configuration not stated)	99	-0.4
COc1ccc2c(Sc3ccc(C)cc3)c(C(=O)NC(C)C)[nH]c2c1	106	-0.3

A different layout for 4 compounds above:
Sequence of screens: PV pol inh, PV pol inh FP z-score
COc1ccc2c(Sc3ccc(C)cc3)c(C(=O)NC(C)C)[nH]c2c1
→ 106, -0.3
O=C(NC1CCCCC1)C(c1ccco1)N(C(=O)C1COc2ccccc2O1)c1cccc(F)c1 (configuration not stated)
→ 99, -0.4
COc1ccccc1CCNC(=O)c1cnn2c(C(F)F)cc(C)nc12
→ 99, -0.6
CCNC(=S)Nc1c(C)cccc1C
→ 105, 0.2

Other compounds:
compound	PV pol inh	PV pol inh FP z-score
COC(=O)Cn1cnc2c(nnn2Cc2ccc(Cl)cc2)c1=O	102	0.3
Cc1ccc(-n2c(SCc3cc(C)on3)nc3sc(C)c(C)c3c2=O)c(C)c1	104	0.5
O=C1CCCCC(=O)c2ccccc2N1	101	-0.1
CC(C)(C)c1nnc(-c2cccc(NS(=O)(=O)c3ccc(-c4ccon4)s3)c2)o1	101	-0.3
CCOC(=O)C1(C2(O)C(=O)c3ccccc3C2=O)CCCC1=O (configuration not stated)	75*	-3.1*
O=C(Cn1c(=O)c2cccn2c2ccc(F)cc21)NCCN1CCCCCC1	104	1
O=C(Cn1c(=O)oc2ccccc21)N1CCC(c2ccccc2)C1 (configuration not stated)	102	0.6
CN1CCN(c2oc(/C=C/c3ccc(F)cc3)nc2C#N)CC1	108	0
CCn1c(=O)n(CC)c2cc(NC(=O)Cn3cnc4ccccc43)ccc21	103	0.3
CC1CC(C)CN(C(=O)c2cc(-c3ccccn3)nc3ccccc23)C1 (configuration not stated)	100	-0.9
CCCOC(=O)c1ccc(Cn2nnc3sc4c(c3c2=O)CCC(C)C4)cc1 (configuration not stated)	113	1
Cc1ccc(N2CC(=O)Nc3c(oc4nc(-c5ccccc5)cc(C)c34)C2=O)cc1	103	0.3
CCOC(=O)/C(C#N)=N/Nc1ccc(SC(F)F)cc1	97	-0.3
O=C1CN=C(c2ccccc2)c2c(sc3c2CCCC3)N1CCN1CCOCC1	106	1.5
COc1ccc(C2=NCC(CSc3nnnn3C)S2)cc1 (configuration not stated)	107	-0.3
CC1CC(C)CN(S(=O)(=O)c2ccc3[nH]cc(C(=O)NCCC4=CCCCC4)c(=O)c3c2)C1 (configuration not stated)	102	0.2
Cc1cc(C)n(CCCNC(=O)c2ccc3ccccc3c2)n1	103	-0.2
CCOC(=O)c1cnc2c(C)cc(C)cc2c1Nc1ccc2c(c1)OCCO2	103	0.3
Cc1ccc2c(c1)sc1ncc(NC(=O)c3ccccc3)c(=O)n12	102	0.1
O=S(=O)(NC1CC2CCC1C2)c1ccc2c(c1)OCCO2 (configuration not stated)	101	-0.3
CCN(c1ccccc1)S(=O)(=O)c1ccc2[nH]cc(C(=O)NCc3ccccc3)c(=O)c2c1	103	0.7
CCCNC(=O)CSc1nnc(SCC(=O)NCCCn2nc(C)cc2C)s1	109	1.1
O=C1Nc2ccccc2NC1CC(=O)N1CCC2(CC1)OCCO2 (configuration not stated)	99	-1.2
COc1ccc(S(=O)(=O)N2CCCCC2)cc1C(=O)NC1CCS(=O)(=O)C1 (configuration not stated)	110	0.7
CCOc1ccc(OCC)c(NC(=O)c2cnn(-c3ccc(F)cc3)c2-n2cccc2)c1	106	-0.4
O=C(NCc1ccco1)c1cc2c(Cl)nc3ccccc3c2s1	99	-0.2
CCN(CC)CCCOc1ccc(C)cc1C	100	0.1
CC(C)NC(=O)CSc1nc2ccccc2c(=O)n1-c1ccccc1	99	-0.7
CCCCN(C)C(=O)CN1C(=O)CCSc2ccccc21	103	0.7
CC(C)(C)Nc1n[nH]c(=S)s1	76*	-3.7*
O=C1CN(c2ccccc2)C(=O)C1C(=O)NCc1ccccc1 (configuration not stated)	100	-0.4
COc1cc(/C=C/C(=O)C2CC2)cc(OC)c1OC	101	0

(list continues)
Compound	PV pol inh	PV pol inh FP z-score
COc1cc(CNC(C)(C)CO)cc(Br)c1OCc1ccc(F)cc1	100	-0.6
CN1CCSc2ccc(C(=O)N3CCCCCC3)cc21	99	-0.9
COc1ccc(-n2cnnc2SCc2c(C#N)oc3ccc(Br)cc23)cc1	101	-0.3
COc1ccc(N2CCN(CCCNC(=O)C3CCN(S(=O)(=O)c4ccc(Br)s4)CC3)CC2)cc1	101	0.1
Nc1c(C(=O)c2ccc(Br)cc2)sc2[nH]c(=O)c(C(=O)O)cc12	100	0
CN1C/C(=C\c2ccc(N(C)C)cc2)C(=O)/C(=C/c2ccc(N(C)C)cc2)C1	111	2.2
Cc1nc2ccccc2c2oc(C(=O)NCCCN3CCCC3=O)cc12	101	0.3
CCC(C)NC(=O)c1cn(C)c(=O)c2cc(OC)c(OC)cc12 (configuration not stated)	99	-0.1
CC(C)(C)c1oc(C(=O)O)cc1CN1CCCC1	101	-0.5
O=C(CSc1nnc(-c2cccs2)n1-c1ccccc1)NCCC1=CCCCC1	100	-0.6
O=C(CCC(=O)n1ncc2ccc(Cl)cc21)N1CCN(c2ccccc2)CC1	101	-0.5
Cc1cc(-c2csc(CC#N)n2)c(C)n1Cc1ccc2c(c1)OCO2	109	0.6
Cc1ccccc1NC(=O)Cn1c(C)cc(C)c(C#N)c1=O	104	0.6
CCOC(=O)/C(C#N)=C/c1ccc(-c2cccs2)s1	128	10
COc1ccc(CNC(=O)C2CCC(CNS(=O)(=O)c3cccs3)CC2)cc1 (configuration not stated)	108	-0.1
COc1cc(-c2noc(-c3ccc(NCc4ccco4)c([N+](=O)[O-])c3)n2)cc(OC)c1OC	106	-0.4
COc1ccc(-c2cccc(NS(=O)(=O)c3ccccc3)c2)nn1	102	0.5
CC(C)=C1C(=O)Nc2ccc(S(=O)(=O)Nc3ccccc3)cc21	101	0
COc1ccc2[nH]cc(S(=O)(=O)c3ccc(C)cc3)c2c1	101	-0.2
CCSc1nccc(-c2ccc3c(c2)CCC(C)(C)O3)n1	109	1.1
CC(C)C(=O)Nc1nnc2n1CCS2	109	0.3
CCOc1ccc2c(c1)c(=O)c(S(=O)(=O)c1ccccc1)cn2CC(=O)Nc1ccccc1OC	109	0.5
Cc1n(O)c2c3c(c4c(c2[n+]1[O-])n(O)c(C)[n+]4[O-])[n+]([O-])c(C)n3O	103	0.7
O=C(CCc1ccccc1)Oc1ccc(F)cc1	103	1.6
CC(=O)N1C(C(=O)O)CSC12CCN(C)CC2 (configuration not stated)	104	0.8
CCCN1C2CCCC1CC(NC(=O)NC1CCCCC1)C2 (configuration not stated)	106	1.4
C[C@]12CCC3[C@@H](CC[C@@H]4C[C@H](O)CC[C@]34C)[C@@H]1CCC2=O (some centres not stated)	100	0
Cc1ccc(-c2nc3ccc(C)cn3c2CC(=O)N(C)C)cc1	100	0.1
CN(C(=O)c1ccc(F)cc1)c1ccc(OCC(=O)NCc2ccncc2)cc1	99	-1.1
Cc1ccc(CNC(=O)c2c[nH]n3c(=O)c(Cc4ccc(Cl)cc4)c(C)nc23)cc1	106	0.5
COc1cc(CO)ccc1OCC(=O)NC1CCCCC1	104	2.1
O=c1[nH]cc(C(F)(F)F)c(=O)[nH]1	103	0.2
CC1CN(c2ccc3nnc(-c4ccc(C(F)(F)F)cc4)n3n2)CC(C)O1 (configuration not stated)	105	0.2
Cc1ccc(CNC(=O)C2CCN(S(=O)(=O)c3ccc4c(c3)CCCN4C(=O)C3CCC3)CC2)cc1	112	1.2
CN(C(=O)c1ccc2c(c1)N(Cc1cccc(Cl)c1)C(=O)c1ccccc1S2=O)C1CCCCC1 (configuration not stated)	101	-0.8
Cc1ccc(C)c(NC(=O)CCN2C(=O)c3ccccc3Sc3ncccc32)c1	107	0
O=C1C2=C(Nc3ccccc3SC2c2c(F)cccc2Cl)c2ccccc21 (configuration not stated)	112	1.3
O=C(O)C(Cc1ccccc1)NS(=O)(=O)c1ccccc1 (configuration not stated)	102	-0.1
FC(F)(F)c1ccc(-c2noc(-c3ccccc3Br)n2)cc1	111	0.7
CCOc1ccc(CCNC(=O)C2CCN(c3nc(-c4ccc(OC)cc4)no3)CC2)cc1	101	-0.3
CCc1ccccc1-n1c(SCC(=O)N2CCCC2)nc2[nH]ncc2c1=O	100	-0.8

Screening results (PubChem BioAssay)
